# Source: PubChem (Sanford-Burnham Center for Chemical Genomics)
# SENP7 block: SENP7 protease inhibitors, primary screen, biochemical, luminescence, uHTS; recombinant SENP7, Z-RLRGG-aminoluciferin luminescence, 40 min; inhibition, % at 5 µM; AID 434973, 2010; 1.5% of 330,000 active; Sentrin-specific protease 7 (Homo sapiens), Q9BQF6;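 active = inhibition above about 50% at the single test dose, limit read from the data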;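 also: plate controls were DMSO with enzyme for no effect and no enzyme buffer wells for full effect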
# APOBEC3G inh: APOBEC3G DNA deaminase inhibitors, primary screen, biochemical, fluorescence, single-stranded DNA substrate, uHTS; DNA dC->dU-editing enzyme APOBEC-3G (Homo sapiens), Q9HC16; inhibition, % at 20 µM; 0.28% of 330,000 active; recombinant A3G, ssDNA deamination FAM/TAMRA fluorescence;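 active = inhibition of at least 40% at 20 µM, with no more than 30% in the related APOBEC3A deaminase screen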;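 also: plate controls were DMSO wells with A3G for no effect and wells lacking A3G enzyme for full effect; some compounds called inactive have numbers as strong as hits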
# Target sequence (Q9HC16 whole entry, looked up): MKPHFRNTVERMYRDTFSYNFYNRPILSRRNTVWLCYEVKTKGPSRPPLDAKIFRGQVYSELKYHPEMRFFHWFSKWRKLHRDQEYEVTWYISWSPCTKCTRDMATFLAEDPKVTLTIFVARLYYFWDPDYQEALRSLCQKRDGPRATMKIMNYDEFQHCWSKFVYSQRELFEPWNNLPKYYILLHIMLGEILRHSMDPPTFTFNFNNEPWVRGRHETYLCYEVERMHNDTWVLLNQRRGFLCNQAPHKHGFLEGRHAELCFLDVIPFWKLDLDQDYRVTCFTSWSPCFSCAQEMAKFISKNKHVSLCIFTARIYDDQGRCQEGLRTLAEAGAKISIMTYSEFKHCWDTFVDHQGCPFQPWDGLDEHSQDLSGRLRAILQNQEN
# UBC13 inh: UBC13 polyubiquitin chain formation inhibitors, primary screen, biochemical, TR-FRET, uHTS | 0.47% of 330,000 active | AID 485273, 2010 | inhibition, % at 20 µM | Ubiquitin-conjugating enzyme E2 N (Homo sapiens), P61088; in the data active = inhibition above about 45%, passing the limit was not always enough
# Target sequence (P61088 whole entry, looked up): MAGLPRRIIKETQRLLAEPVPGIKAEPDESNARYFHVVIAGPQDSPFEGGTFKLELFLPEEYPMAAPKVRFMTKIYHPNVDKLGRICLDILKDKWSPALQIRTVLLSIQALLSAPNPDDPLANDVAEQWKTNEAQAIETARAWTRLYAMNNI
# Apaf1 inhib: inhibitors of human Apaf-1 apoptosome, primary screen, biochemical, DEVD-Rh110 fluorescence, uHTS; Apoptotic protease-activating factor 1 (Homo sapiens), O14727; reconstituted apoptosome caspase-3 activity; inhibition, % at 20 µM; 0.71% of 330,000 active; AID 489030, 2010; active = inhibition of at least 40% at 20 µM;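 also: plate controls were DMSO wells for no effect and DEVD-CHO caspase inhibitor wells for full effect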
#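 Material: reconstituted apoptosome with Apaf-1, cytochrome c, caspase-9, procaspase-3, dATP. Technique: Rh110 fluorescence intensity. Buffer or medium: pH 7.5 Hepes buffer with CHAPS, BSA, DTT. Times: 30 min plus 50 min, RT.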
# SENP8 block-1: SENP8 protease inhibitors, primary screen, biochemical, luminescence; Sentrin-specific protease 8 (Homo sapiens), Q96LD8; AID 2540, 2010; 1.2% of 330,000 active; inhibition, % at 10 µM; purified SENP8, Z-RLRGG-aminoluciferin cleavage; in the data active = inhibition above about 50%
# SENP8 block-2: human SENP8 protease inhibitors, primary screen, biochemical, fluorescence, Nedd8 protein substrate, uHTS | Sentrin-specific protease 8 (Homo sapiens), Q96LD8 | recombinant SENP8 | inhibition, % at 20 µM | 0.64% of 360,000 active | AID 602440, 2012; in the data active = inhibition mostly above about 40%, no sharp cut-off; inactive = mostly below about 27%
# SENP6 block: SENP6 protease inhibitors, primary screen, biochemical, luminescence, uHTS | Sentrin-specific protease 6 (Homo sapiens), Q9GZR1 | Recombinant SENP6 catalytic domain, aminoluciferin luminescence | inhibition, % at 10 µM | 1.8% of 330,000 active | AID 2599, 2010;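 active = inhibition above about 50% at the single tested dose, limit read from the data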;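 also: plate controls were DMSO wells with enzyme for no effect and DMSO wells lacking enzyme for full effect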
# Target sequence (Q9GZR1 628-1112 limits assumed): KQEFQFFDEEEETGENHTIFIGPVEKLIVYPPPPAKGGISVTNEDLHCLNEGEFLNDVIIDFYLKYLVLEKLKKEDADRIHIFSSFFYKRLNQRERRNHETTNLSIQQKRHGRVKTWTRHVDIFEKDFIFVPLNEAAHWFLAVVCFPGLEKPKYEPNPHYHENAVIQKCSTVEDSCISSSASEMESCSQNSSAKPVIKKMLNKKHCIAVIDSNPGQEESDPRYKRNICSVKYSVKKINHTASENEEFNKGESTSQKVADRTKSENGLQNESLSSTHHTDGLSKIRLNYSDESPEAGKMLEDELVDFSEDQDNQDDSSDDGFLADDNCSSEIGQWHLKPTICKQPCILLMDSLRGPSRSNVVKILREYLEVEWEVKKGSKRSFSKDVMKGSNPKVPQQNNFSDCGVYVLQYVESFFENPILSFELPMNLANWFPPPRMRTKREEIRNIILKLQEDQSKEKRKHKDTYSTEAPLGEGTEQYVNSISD
# SENP1 inh: human SENP1 catalytic domain inhibitors, primary screen, biochemical, FRET, uHTS; Sentrin-specific protease 1 (Homo sapiens), Q9P0U3; recombinant SENP1 catalytic domain, CyPet-SUMO1-YPet FRET cleavage; inhibition, % at 10 µM; 0.21% of 360,000 active; AID 624204, 2012;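 active = inhibition at least 30% at 10 µM, raw YFP signal under a set limit, fluorescence ratio 0.5 to 1.5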;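 also: 0% = enzyme with DMSO and 100% = no enzyme wells; some results filed as inactive read as strong as hits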
#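 Assay system: hSENP1 catalytic domain, recombinant. Amount: SENP1 enzyme, 20 pM final. Schedule: 50 min reaction, RT, dark. Technique: FRET, CFP and YFP emission. Control set: no-enzyme wells low, DMSO-plus-enzyme wells high control.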
# Active calls of the source: *; · = not tested or not shown.
(1) Cc1nc(SCC(=O)NCCc2ccccc2)n[nH]1
(2) O=C(CCc1ccccc1)Nc1nc2n(n1)C(c1ccccc1)CC(=O)N2 (configuration not stated)
(3) CC(C)(C)OC(=O)C1=C(CO)CS[C@@H]2[C@H](NC(=O)Cc3ccccc3)C(=O)N12
(4) O=C(Nc1nccs1)C1CCCN1S(=O)(=O)c1ccc(Cl)cc1 (configuration not stated)
(5) CCOC(=O)c1c(C)[nH]c(C(=O)CSc2nc(C)cc(C)n2)c1C
(6) CC1CN(CCOc2ccccc2C(C)C)CC(C)O1 (configuration not stated)
(7) O=C(O)c1cccc(NS(=O)(=O)c2ccc(NC(=O)c3ccco3)cc2)c1
(8) O=C(CN1CCC(C(=O)c2ccc(Cl)cc2)CC1)NC1CCCC1

assay / entry,1,2,3,4,5,6,7,8
SENP7 block,12,-6,-2,6,-5,-1,-11,-3
APOBEC3G inh,0,-8,5,-5,-4,-2,-8,-4
UBC13 inh,-1,-2,·,4,-13,-6,-8,-2
Apaf1 inhib,1,-3,4,-6,11,7,14,7
SENP8 block-1,5,-7,·,10,-2,-8,-3,1
SENP8 block-2,16,16,-13,12,3,13,6,-8
SENP6 block,7,-15,·,4,14,0,-13,16
SENP1 inh,1,0,0,1,-12,1,-1,-3

(9) CCCc1cc(=O)[nH]c(SCC(=O)c2cc(C)n(CCOC)c2C)n1
(10) CCN(CC)C(=O)C1CCN(Cc2ccc(Br)cc2)CC1
(11) O=C(NCCc1ccccc1)c1ccccc1[N+](=O)[O-]
(12) Nc1ccc(C(=O)C(=O)c2ccc(N)cc2)cc1
(13) CCC(CO)Oc1cc(NC(=O)c2cccc(OC)c2)c2ncn(C(C)C)c2c1 (configuration not stated)
(14) COc1ccccc1N1CCN(C(=O)CC2NC3CCCCC3NC2=O)CC1 (configuration not stated)
(15) c1csc(C2C3=C(Nc4ncnn42)c2ccccc2OC3)c1 (configuration not stated)
(16) Cc1ccc(S(=O)(=O)N2CCN(C(C)C(=O)N3CCCc4ccccc43)CC2)cc1 (configuration not stated)

assay / entry,9,10,11,12,13,14,15,16
SENP7 block,-13,4,4,-5,-12,-1,-4,6
APOBEC3G inh,-4,-3,-1,-5,-5,-5,-5,-4
UBC13 inh,-8,-4,-1,-10,23,5,14,4
Apaf1 inhib,13,-10,2,-2,19,-5,16,13
SENP8 block-1,0,6,-1,-12,-6,-5,-3,8
SENP8 block-2,-1,20,14,19,6,·,-492,19
SENP6 block,-14,5,-6,-6,-25,15,-6,3
SENP1 inh,-1,4,2,3,-5,·,-31,-2

(17) C/C(=N\NC(=O)c1c(Cl)cnn1C)c1ccc(NC(=O)c2ccncc2)cc1
(18) COc1ccc(CCC(=O)OCC(=O)c2cccc(OC)c2)cc1
(19) Cc1cc(C)nc(SCc2ccccc2C#N)n1
(20) CCN(CC)C(=O)c1[nH]cnc1C(=O)NCc1ccccc1
(21) Cc1onc(-c2ccccc2Cl)c1NC(=O)NCc1cccs1
(22) N#CC1=C(N)Oc2n[nH]c(-c3cccs3)c2C1c1cccs1 (configuration not stated)
(23) CCC1Sc2ccc(S(=O)(=O)Nc3ccc(OC)c(OC)c3)cc2NC1=O (configuration not stated)
(24) O=C(NCc1ccc(Cl)cc1)C(=O)Nc1nccs1

assay / entry,17,18,19,20,21,22,23,24
SENP7 block,10,-11,2,-10,-1,24,6,5
APOBEC3G inh,-9,-3,-1,-9,-7,-5,-5,-3
UBC13 inh,-4,-10,1,-17,3,-32,0,-2
Apaf1 inhib,6,20,0,14,-9,36,13,-13
SENP8 block-1,0,-5,1,-11,-1,11,-4,2
SENP8 block-2,14,16,14,6,7,59*,6,-52
SENP6 block,-4,-19,3,-22,-23,33,0,8
SENP1 inh,0,0,-2,-2,1,-1,1,-2

# Some of the entries so far, with tabs:
entry	smiles	SENP7 block	APOBEC3G inh	UBC13 inh	Apaf1 inhib	SENP8 block-1	SENP8 block-2	SENP6 block	SENP1 inh
23	CCC1Sc2ccc(S(=O)(=O)Nc3ccc(OC)c(OC)c3)cc2NC1=O (configuration not stated)	6	-5	0	13	-4	6	0	1
19	Cc1cc(C)nc(SCc2ccccc2C#N)n1	2	-1	1	0	1	14	3	-2
21	Cc1onc(-c2ccccc2Cl)c1NC(=O)NCc1cccs1	-1	-7	3	-9	-1	7	-23	1
24	O=C(NCc1ccc(Cl)cc1)C(=O)Nc1nccs1	5	-3	-2	-13	2	-52	8	-2
22	N#CC1=C(N)Oc2n[nH]c(-c3cccs3)c2C1c1cccs1 (configuration not stated)	24	-5	-32	36	11	59*	33	-1
20	CCN(CC)C(=O)c1[nH]cnc1C(=O)NCc1ccccc1	-10	-9	-17	14	-11	6	-22	-2

# Going on with the list:
(25) O=C(Nc1cccc(S(=O)(=O)Nc2ccccc2F)c1)c1ccco1
(26) Nc1ccc(CCc2nc3ccccc3o2)cc1
(27) c1ccc(Cn2nnc3c(N4CCCC4)ncnc32)cc1
(28) CCc1cc(=O)oc2c(CN3CCN(C)CC3)c(O)ccc12
(29) Cc1ccc(S(=O)(=O)N(C)CCCC(=O)n2nc(C)cc2C)cc1
(30) CCCn1c(CNC(=O)c2ccccc2)nc2ccccc21
(31) NC(=O)C1CCN(c2nc(-c3cccc(N)c3)cs2)CC1
(32) COc1ccc(C(=S)N2CCCC2)cc1OC

assay / entry,25,26,27,28,29,30,31,32
SENP7 block,1,3,-9,1,-8,-3,7,3
APOBEC3G inh,0,-4,-5,4,-5,-4,-4,-3
UBC13 inh,-6,-5,-1,16,-9,4,4,-5
Apaf1 inhib,2,-3,0,-2,13,-18,6,6
SENP8 block-1,-3,15,-11,0,-7,0,6,9
SENP8 block-2,5,-8,8,-266,18,13,16,16
SENP6 block,-6,20,-6,18,-20,-14,-2,-2
SENP1 inh,1,-9,-2,-133,-1,1,4,0

(33) C#CCCOC(=O)Nc1ccccc1
(34) O=C1c2cccc3c(O)ccc(c23)C(=O)N1c1ccc(Cl)cc1
(35) Nc1ccccc1C(=O)N1CCc2ccccc21
(36) O=C(CC(=O)Nc1ccccc1)Nc1ccccc1
(37) COc1ccc(-c2cc(C(=O)NCc3cn(C)nc3C)c3ccccc3n2)cc1OC
(38) O=C(Cc1ccccc1)Nc1ccccc1N1CCCC1
(39) CCCC1Oc2ccccc2C(=O)N(CC(=O)c2ccc3c(c2)OCCO3)C1=O (configuration not stated)
(40) CC(C)[C@H](NC(=O)Nc1ccc2c(c1)OCCO2)C(=O)O

assay / entry,33,34,35,36,37,38,39,40
SENP7 block,-3,-7,-16,2,5,0,3,-8
APOBEC3G inh,5,-116,3,-3,-2,-5,-11,-7
UBC13 inh,-6,-123,-8,3,1,4,4,12
Apaf1 inhib,5,8,-3,-13,-6,-4,11,-18
SENP8 block-1,11,-10,14,-3,2,-6,-24,-10
SENP8 block-2,20,-22,-42,16,-398,-1,22,10
SENP6 block,-24,-4,55*,-10,5,-23,3,-7
SENP1 inh,4,-26,2,2,-4,1,5,2

(41) COc1ccc(-c2cn3nc(SCC(=O)NC4CCCCC4)ccc3n2)cc1
(42) CC(=O)O[C@@H]1[C@H]2[C@@H](C[C@@H](C)[C@@H]3C=CC(=O)[C@@]13C)OC(=O)[C@@H]2C
(43) O=C(CSc1nc2c(c(=O)n1-c1ccc(F)cc1)SCC2)NCC1CCCO1 (configuration not stated)
(44) CC1CN(S(=O)(=O)c2ccc(Cl)c(C(F)(F)F)c2)CC(C)O1 (configuration not stated)
(45) Cc1ccc(Cl)c(OCC(=O)NCC(c2cccs2)N2CCOCC2)c1 (configuration not stated)
(46) COc1ccc(C(=O)/C=C\N2CCOCC2)cc1
(47) Cn1c(=O)n(C)c2cc(/C=N/N=C3/NC(=O)C(CC(=O)O)S3)ccc21 (configuration not stated)
(48) COc1ccc(OCCCC(=O)N(C)CC(=O)Nc2c(C)cccc2C)cc1

assay / entry,41,42,43,44,45,46,47,48
SENP7 block,61*,3,9,0,-1,-8,4,6
APOBEC3G inh,-6,-10,-5,-2,2,-5,-2,3
UBC13 inh,16,-1,-15,6,2,-19,-1,-9
Apaf1 inhib,2,1,-5,5,15,10,5,-1
SENP8 block-1,14,5,0,2,16,-18,-5,1
SENP8 block-2,-382,13,6,22,3,4,-32,16
SENP6 block,18,-9,-12,-4,-1,-12,-9,-5
SENP1 inh,-45,1,2,1,-1,-38,0,0

(49) CCc1ccc(S(=O)(=O)NC(=S)NC2CCCCC2)cc1
(50) COc1ccc(Cn2c(=O)[nH]c3cc(C(=O)NCCc4ccc(S(N)(=O)=O)cc4)ccc3c2=O)cc1
(51) COc1ccc(OC)c(NC(=O)Nc2nnc(N3CCC(C)CC3)s2)c1
(52) COc1ccccc1CNC(=O)c1ccc2nc3[nH]c4ccccc4c3nc2c1
(53) C/C(CC(=O)Nc1cccc(Cl)c1Cl)=N\NC(=O)C(=O)NC1CCCCC1
(54) O=C(NCC1CCCO1)c1ccc(NS(=O)(=O)c2cccs2)cc1 (configuration not stated)
(55) CSCC[C@H](NC(=O)c1ccco1)c1nnc2ccccn12
(56) CC(C)(C)c1ccccc1OCC(=O)NCCCn1ccnc1

assay / entry,49,50,51,52,53,54,55,56
SENP7 block,5,-2,4,-9,-1,-6,0,-3
APOBEC3G inh,3,-4,-4,2,-4,-6,-2,-5
UBC13 inh,-6,3,12,-18,2,-7,2,5
Apaf1 inhib,11,-7,9,1,18,-5,-3,-5
SENP8 block-1,-7,-1,3,-7,5,-3,-4,1
SENP8 block-2,1,-74,11,-120,4,0,6,12
SENP6 block,-15,-11,-4,2,-15,-1,16,-2
SENP1 inh,0,-1,6,-32,-2,-7,2,0

(57) Cn1c(-[n+]2c(-c3ccccc3)cc(-c3ccccc3)cc2-c2ccccc2)nc2c([N+](=O)[O-])cccc21
(58) O=C(O)c1ccc(NC(=O)c2cc3ccccc3o2)cc1
(59) S=C(Nc1ccc2[nH]ccc2c1)NC1CCCCC1
(60) Cc1noc(C)c1COc1ccc(C(=O)N2CCCC(C(N)=O)C2)cc1 (configuration not stated)
(61) O=C(Nc1ccc(Cl)c([N+](=O)[O-])c1)Nc1nc2ccccc2s1
(62) CCN=C1SC(C(=O)Nc2ccc(OCC)cc2)CC(=O)N1CC (configuration not stated)

assay / entry,57,58,59,60,61,62
SENP7 block,-5,10,8,-5,2,-9
APOBEC3G inh,11,1,-13,-6,-6,-4
UBC13 inh,-21,-5,4,2,-1,1
Apaf1 inhib,11,-17,-86,-3,18,-4
SENP8 block-1,-4,8,0,-9,-8,1
SENP8 block-2,8,4,13,13,·,12
SENP6 block,-14,35,4,12,-19,-16
SENP1 inh,1,0,0,1,·,2

# 3 entries out of the list above, sorted by the value under SENP6 block, smallest number first:
no. | smiles | SENP6 block
62 | CCN=C1SC(C(=O)Nc2ccc(OCC)cc2)CC(=O)N1CC (configuration not stated) | -16
57 | Cn1c(-[n+]2c(-c3ccccc3)cc(-c3ccccc3)cc2-c2ccccc2)nc2c([N+](=O)[O-])cccc21 | -14
60 | Cc1noc(C)c1COc1ccc(C(=O)N2CCCC(C(N)=O)C2)cc1 (configuration not stated) | 12
